Screening data from PubChem BioAssay.
Tb PGK inh = qHTS Assay to Find Inhibitors of Phosphoglycerate Kinase; actives 0.043% (n = 380,000); Phosphoglycerate kinase, glycosomal (Trypanosoma brucei brucei), P07378; PGK/GAPDH coupled, Kinase-Glo luminescence, 60 min; Potency, µM (titrated, usually from 57.5 µM), without a hit: top-dose activity change, negative = inhibition, hits mostly inhibitors; also: potency is read from the fitted curve at half-maximal effect; % is scaled to controls: 0 for no effect and ±100 for the full control effect; nearly all actives have a fitted effect of over 60% in size
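Luminescent ATP detection (Kinase-Glo Plus) follows a 60-minute room-temperature incubation, with wells lacking PGK as controls. Buffer: 100 mM TEA (pH 7.6), 5 mM MgCl2, 0.01% Tween-20. Coupling enzyme GAPDH (100 nM final) supplies unstable 1,3-BPG in-well.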
HP1b chromo inh = HTS for Inhibitors of HP1-beta Chromodomain Interactions with Methylated Histone Tails | AlphaScreen HP1-beta / biotin-H3K9me3 peptide binding | actives 0.56% (n = 390,000) | Potency, µM (titrated, usually from 114 µM), inactives show at the highest dose activity change, negative = inhibition, actives largely listed as inhibitors | Chromobox protein homolog 1 (Homo sapiens), P83916; also: potency is read from the fitted curve at half-maximal effect; nearly all actives have a fitted effect of over 70% in size; inactives centre near 23
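HP1-beta protein (50 nM final) preincubated 30 min at room temperature with biotinylated H3(1-18)K9me3 peptide (50 nM) in PBS pH 7.4, 0.01% Tween-20, then compound added for 30 min. AlphaScreen streptavidin donor/nickel chelate acceptor beads (10 ug/mL final), 30 min dark, luminescence read.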
GLS inh = qHTS for Inhibitors of Glutaminase (GLS); AID 624170, 2012; Glutaminase kidney isoform, mitochondrial (Homo sapiens), O94925; Potency, µM (doses to about 45.5 µM), inactives show at the highest dose activity change, negative = inhibition, most hits filed as inhibitors; actives 0.21% (n = 410,000); GLS enzymatic activity, qHTS titration; also: potency is read from the fitted curve at half-maximal effect; % is scaled to controls: 0 for no effect and ±100 for the full control effect
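Enzyme dispensed in phosphate buffer (45 mM, pH 8.2, 0.02% Tween-20), compounds pinned in, then 1 mM L-glutamine solution and the glutamate oxidase–HRP–Amplex Red mix added; fluorescence read immediately and again after 30 min at room temperature.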
G9a block = qHTS Assay for Inhibitors of Histone Lysine Methyltransferase G9a. AID 504332, 2011. actives 8.8% (n = 350,000). G9a H3K9 monomethylation, AlphaScreen, 2 h. Histone-lysine N-methyltransferase EHMT2 (Homo sapiens), Q96KQ7. Potency, µM (doses to about 102 µM), for the others: at the top dose activity, negative = inhibition, usual class: inhibitors; also: potency is read from the fitted curve at half-maximal effect; % is scaled to controls: 0 for no effect and ±100 for the full control effect; nearly all actives have a fitted effect of over 75% in size
Target sequence (Q96KQ7 913-1193 limits assumed): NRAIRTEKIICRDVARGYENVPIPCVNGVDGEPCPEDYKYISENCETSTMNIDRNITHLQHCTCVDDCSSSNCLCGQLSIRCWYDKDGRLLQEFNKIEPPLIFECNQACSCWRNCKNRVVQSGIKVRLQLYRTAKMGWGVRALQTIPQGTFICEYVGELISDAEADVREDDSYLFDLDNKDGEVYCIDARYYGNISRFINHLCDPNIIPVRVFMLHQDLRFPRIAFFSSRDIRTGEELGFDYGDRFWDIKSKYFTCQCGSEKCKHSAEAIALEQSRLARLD
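Signal arises when biotinylated H3K9 peptide, once monomethylated, bridges streptavidin donor and antibody-captured acceptor beads. Enzyme at 20 nM was preincubated 15 min with test compounds; peptide 500 nM and SAM 20 uM then reacted for 2 h.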
PI4K2A block = qHTS for small molecular inhibitors of PI4K2A; actives 0.13% (n = 420,000); activity change, negative = inhibition, % at 76.9 µM; Phosphatidylinositol 4-kinase type 2-alpha (Homo sapiens), Q9BTU6; purified PI4K2A, ADP-Glo luminescence, 1 h; stronger effect = lower value; in the data active = activity change below about -50%; inconclusive = mostly about -30% to -49%;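 also: -100% = wells without enzyme as full effect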
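Compounds are screened against recombinant PI4K2A using PI as substrate and ATP, the latter dispensed at 300 microM. Reactions run one hour at ambient temperature before ADP-Glo detection; full inhibition defined by wells lacking enzyme.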
Pin1 inhibitor = qHTS Assay to Find Inhibitors of Pin1; Potency, µM (titrated, usually from 115 µM), for inactives: at the highest dose activity, negative = inhibition, actives largely listed as inhibitors; Pin1 FP peptide displacement, HiFluor488, 10 min; Peptidyl-prolyl cis-trans isomerase NIMA-interacting 1 (Homo sapiens), Q13526; actives 0.009% (n = 390,000); AID 504891, 2011; active = well fitted inhibition curve with a large enough effect in the polarisation, with a control signal flat, not every such curve was filed as active; inconclusive = small, poorly fitted or top-dose-only effect, or effect the other way, or a change in a side signal; inactive = no such curve, though single readings can be large or run the other way; the % refers to the polarisation; also: potency is read from the fitted curve at half-maximal effect; % is scaled to controls: 0 for no effect and ±100 for the full control effect
Pol eta inh = qHTS for Inhibitors of Polymerase Eta; actives 1.2% (n = 390,000); Potency, µM (doses to about 114 µM), without a hit: top-dose activity change, negative = inhibition, usual class: inhibitors; AID 588591, 2011; recombinant Pol eta, fluorescent DNA replication assay; DNA polymerase eta (Homo sapiens), Q9Y253; also: potency is read from the fitted curve at half-maximal effect; % is scaled to controls: 0 for no effect and ±100 for the full control effect
Target sequence (Q9Y253 whole entry, looked up): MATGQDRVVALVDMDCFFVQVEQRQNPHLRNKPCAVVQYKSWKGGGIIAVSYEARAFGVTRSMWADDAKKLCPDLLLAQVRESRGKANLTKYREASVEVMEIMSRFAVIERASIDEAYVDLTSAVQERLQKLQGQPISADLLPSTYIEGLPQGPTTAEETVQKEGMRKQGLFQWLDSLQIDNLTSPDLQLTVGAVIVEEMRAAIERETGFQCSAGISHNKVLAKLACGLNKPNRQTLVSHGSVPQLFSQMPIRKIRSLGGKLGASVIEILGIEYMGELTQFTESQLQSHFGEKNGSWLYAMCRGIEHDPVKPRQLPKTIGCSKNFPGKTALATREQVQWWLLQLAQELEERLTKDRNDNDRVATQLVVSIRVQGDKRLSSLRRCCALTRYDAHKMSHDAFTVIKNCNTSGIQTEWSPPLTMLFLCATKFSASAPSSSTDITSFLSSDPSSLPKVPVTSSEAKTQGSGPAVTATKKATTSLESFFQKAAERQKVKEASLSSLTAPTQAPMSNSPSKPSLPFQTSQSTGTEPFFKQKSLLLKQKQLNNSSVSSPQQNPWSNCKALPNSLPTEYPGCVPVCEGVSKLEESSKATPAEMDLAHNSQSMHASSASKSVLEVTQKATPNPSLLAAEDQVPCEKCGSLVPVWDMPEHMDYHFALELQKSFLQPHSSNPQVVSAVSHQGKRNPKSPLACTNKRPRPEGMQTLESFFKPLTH
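Pol eta at 10 nM preincubated with compounds 15 min at room temperature; reaction started with fluorescent substrate (50 nM final) and read kinetically at 0 and 10 min.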
BAZ2B block = qHTS Assay for Inhibitors of BAZ2B. Bromodomain adjacent to zinc finger domain protein 2B (Homo sapiens), Q9UIF8. AlphaScreen BAZ2B-H3K14Ac peptide displacement. Potency, µM (titrated, usually from 114 µM), for the others: top-dose activity change, negative = inhibition, usual class: inhibitors. actives 4.4% (n = 360,000). AID 504333, 2011; also: potency is read from the fitted curve at half-maximal effect; % is scaled to controls: 0 for no effect and ±100 for the full control effect; nearly all actives have a fitted effect of over 60% in size
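AlphaScreen luminescence quantifies BAZ2B engagement of H3K14Ac peptide; the protein and biotinylated peptide are both at 50 nM final, buffer PBS pH 7.4 with 0.01% Tween-20, all steps at room temperature.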
JMJD2A Tudor = qHTS Assay for Inhibitors of JMJD2A-Tudor Domain | Lysine-specific demethylase 4A (Homo sapiens), O75164 | AlphaScreen JMJD2A-Tudor / H3K4me3 peptide binding | Potency, µM (titrated, usually from 114 µM), for the others: top-dose activity change, negative = inhibition, usual class: inhibitors | actives 4.4% (n = 390,000) | AID 504339, 2011; also: potency is read from the fitted curve at half-maximal effect; % is scaled to controls: 0 for no effect and ±100 for the full control effect; nearly all actives have a fitted effect of over 50% in size
Numbers without * were called inactive; i = inactive; u = inconclusive; x = no result given; [ ] = another dose, or the depositor's remark. Unless noted, calls follow the shape of the dose curve; as a rule, active = well fitted curve in the direction sought with a large enough effect; inconclusive = small, poorly fitted or top-dose-only effect, or another doubt; inactive = no such curve, though single readings can be large; an effect the other way counts as inactive or inconclusive. An excerpt, so the mix of outcomes need not match the whole.

SMILES | Tb PGK inh | HP1b chromo inh | GLS inh | G9a block | PI4K2A block | Pin1 inhibitor | Pol eta inh | BAZ2B block | JMJD2A Tudor
O=C(CO/N=C1\CCCc2nonc21)Nc1ccccc1Cl | -0.8% | 45.2%[activator] | -7.7% | 16.0% | 4.3 | 5.1% | -16.1% | -1.8% | -4.5%
O=C(O)CC1Oc2ccc(Cl)cc2NC1=O (centres undefined) | i | 28.6% | 0.2% | -2.7%[59 µM] | -3.5 | 1.2% | -1.1% | 9.8% | -5.7%
CCN(CC(=O)NC1CCS(=O)(=O)C1)c1nc(-c2ccccc2)nc2ccccc12 (centres undefined) | 4.9% | 26.4% | 15.8% | -38.0% | -0.5 | -1.2% | 5.0% | -3.5% | -10.8%
CCc1ccc(Nc2nc3ccccc3c3nnc(C)n23)cc1 | -0.5% | 41.3%[activator] | 2.6% | -4.7%[59 µM] | -1.3 | -2.3% | -8.6% | -1.8% | 7.2%
Nc1c([N+](=O)[O-])cnnc1-c1ccccc1 | 3.6% | 7.8% | 4.7% | 15.8% | 2.8 | -5.2% | -10.7% | 0.3% | -13.6%
CCCOc1cccc(C(=O)NCCCNC(=O)c2cccnc2)c1 | 6.1% | 8.3% | 5.1% | x | 2.3 | -6.6% | -5.7% | 5.1% | -11.1%
COc1ccc(NC(=O)C2=C(C)Nc3ncnn3C2c2ccc[nH]2)cc1 (centres undefined) | -6.2% | 20.3%[57 µM] | -16.2% | 8.4%[59 µM] | 5.4 | 2.5% | u | -22.5% | -7.0%
COC1=C/C(=C/c2c(N)n3cc(C)sc3nc2=O)C=CC1=O | -1.3% | 3.8% | 19.7% | 4.8% | 2.1 | u | -7.7% | u | -21.4%
COc1ccccc1-c1cccc([C@@H]2C[C@H]3[C@H](CON3C)CN2Cc2ccccc2)c1 | -1.2% | 3.9% | 5.3% | x | -9.8 | 1.7% | -24.9% | x | -34.9%
O=C(O)c1ccc(Nc2nc(-c3ccccc3)cs2)cc1 | i | 11.9% | -11.1% | u | -4.2 | 6.0% | -15.0% | -31.7% | -21.1%
COc1ccccc1CNc1ccc(CNc2ncn[nH]2)cc1 | 5.3% | 19.7% | -4.9% | -44.9% | 2.5 | 4.7% | -2.8% | u | u
O=C(NC(=S)Nn1cnnc1)c1ccc(F)cc1Cl | i | u | -21.2% | 14.1µM* | -0.2 | -9.1% | -23.9% | u | -22.6%
O=C(Nc1cccc([N+](=O)[O-])c1)Nc1cccs1 | i | -8.2% | 20.8% | 39.8µM* | -0.7 | -10.7% | -11.3% | u | u
Cc1cccc(N(C(=O)c2csnn2)C(C(=O)NCc2ccccc2)c2ccncc2)c1 (centres undefined) | -3.4% | 18.9% | 9.3% | -0.1% | -1.6 | 0.4% | 10.4% | 3.2% | -10.8%
O=C(c1cccs1)N1CCC(c2ccccc2)C1 (centres undefined) | -4.6% | 20.4% | 15.9% | 17.4%[59 µM] | -7.8 | -5.4% | 10.7% | 2.0% | -10.0%

Grouped by structure, those above containing an aryl methoxy group (3)
SMILES | Tb PGK inh | HP1b chromo inh | GLS inh | G9a block | PI4K2A block | Pin1 inhibitor | Pol eta inh | BAZ2B block | JMJD2A Tudor
COc1ccc(NC(=O)C2=C(C)Nc3ncnn3C2c2ccc[nH]2)cc1 (centres undefined) | -6.2% | 20.3%[57 µM] | -16.2% | 8.4%[59 µM] | 5.4 | 2.5% | u | -22.5% | -7.0%
COc1ccccc1-c1cccc([C@@H]2C[C@H]3[C@H](CON3C)CN2Cc2ccccc2)c1 | -1.2% | 3.9% | 5.3% | x | -9.8 | 1.7% | -24.9% | x | -34.9%
COc1ccccc1CNc1ccc(CNc2ncn[nH]2)cc1 | 5.3% | 19.7% | -4.9% | -44.9% | 2.5 | 4.7% | -2.8% | u | u

Reprinted from the listing, 2 compounds:
SMILES | Tb PGK inh | HP1b chromo inh | GLS inh | G9a block | PI4K2A block | Pin1 inhibitor | Pol eta inh | BAZ2B block | JMJD2A Tudor
O=C(CO/N=C1\CCCc2nonc21)Nc1ccccc1Cl | -0.8% | 45.2%[activator] | -7.7% | 16.0% | 4.3 | 5.1% | -16.1% | -1.8% | -4.5%
O=C(O)CC1Oc2ccc(Cl)cc2NC1=O (centres undefined) | i | 28.6% | 0.2% | -2.7%[59 µM] | -3.5 | 1.2% | -1.1% | 9.8% | -5.7%

More entries:
SMILES | Tb PGK inh | HP1b chromo inh | GLS inh | G9a block | PI4K2A block | Pin1 inhibitor | Pol eta inh | BAZ2B block | JMJD2A Tudor
COc1ccc(C(=O)N2CCOC2CNC(=O)C(=O)NCc2ccc3c(c2)OCO3)cc1 (centres undefined) | i | 21.5% | 1.3% | -0.2% | -6.1 | 8.0% | -15.1% | -14.9% | -14.6%
COc1ccc(-c2nnn(CC(=O)N(CC3CCCO3)C(C(=O)NC(C)(C)C)c3ccco3)n2)cc1OC (centres undefined) | 0.9% | 10.8% | -5.3% | 11.7%[59 µM] | 5.3 | -5.0% | -10.4% | -22.7% | -16.9%
O=C(Nc1ccc2[nH]c(=O)[nH]c2c1)c1ccc([N+](=O)[O-])o1 | -15.1% | 32.0% | -1.1% | -4.7%[12.7 µM] | -10.6 | -13.3% | 56.2µM* | -11.3% | -18.8%
CC1(C)Cc2c(sc(NC(=O)COc3cccc4ccccc34)c2C#N)C(C)(C)N1 | -4.3% | -28.2% | u | u | 2.9 | 1.6% | u | -34.5% | u
COc1cc(COc2ccc3c(C)c(Cc4ccccc4)c(=O)oc3c2)cc(OC)c1OC | -9.1% | 21.4% | -4.1% | -4.0%[59 µM] | 0.8 | 0.0% | -15.2% | 1.8% | -26.7%
CC1CCN(C(=O)CSc2nc(=O)n3ccccc3n2)CC1 | -8.8% | 8.9% | 3.5% | -3.2% | -4.5 | -10.6% | -10.5% | -5.2% | -9.0%
CC(=O)c1ccc(OC(=O)CN2C(=O)c3ccccc3C2=O)cc1 | x | 69.7%[activator] | 3.1% | u | 5.3 | 1.6% | -15.1% | -1.7% | 3.7%
Cc1cc(C)c(NC(=O)c2cc(S(=O)(=O)N3CCC4(CC3)OCCO4)ccc2F)c(C)c1 | -1.1% | -4.5% | 0.0% | 11.7%[59 µM] | 2.4 | 1.8% | -10.8% | 6.5% | -14.4%
Cc1cccnc1NC(=O)CSc1nnc(Cc2ccccc2)o1 | 3.5% | 24.8% | 9.7% | -12.4%[59 µM] | 5.9 | -13.2% | -4.1% | 9.2% | -5.2%
CCOc1ccccc1NC(=O)CN(C)S(=O)(=O)c1ccc(C(=O)N2CCOCC2)s1 | -3.2% | 28.0% | -6.1% | -1.4%[59 µM] | 0.0 | 6.9% | -5.9% | -5.7% | 0.0%
CCN(CC(=O)NCc1cccs1)S(=O)(=O)c1ccc(F)c(F)c1F | 6.9% | 60.0%[activator] | 3.0% | -8.1%[0.501 µM] | 3.4 | 0.3% | -13.3% | -3.2% | -11.0%

Structures from the list above that have an aryl thioether with sulfur outside any ring:
SMILES | Tb PGK inh | HP1b chromo inh | GLS inh | G9a block | PI4K2A block | Pin1 inhibitor | Pol eta inh | BAZ2B block | JMJD2A Tudor
CC1CCN(C(=O)CSc2nc(=O)n3ccccc3n2)CC1 | -8.8% | 8.9% | 3.5% | -3.2% | -4.5 | -10.6% | -10.5% | -5.2% | -9.0%
Cc1cccnc1NC(=O)CSc1nnc(Cc2ccccc2)o1 | 3.5% | 24.8% | 9.7% | -12.4%[59 µM] | 5.9 | -13.2% | -4.1% | 9.2% | -5.2%

Marked active in Pol eta inh, of those listed so far:
SMILES | Tb PGK inh | HP1b chromo inh | GLS inh | G9a block | PI4K2A block | Pin1 inhibitor | Pol eta inh | BAZ2B block | JMJD2A Tudor
O=C(Nc1ccc2[nH]c(=O)[nH]c2c1)c1ccc([N+](=O)[O-])o1 | -15.1% | 32.0% | -1.1% | -4.7%[12.7 µM] | -10.6 | -13.3% | 56.2µM* | -11.3% | -18.8%
